# Screens from PubChem.
# PNC inhibitor = inhibitors of perinucleolar compartment assembly | 3.1% of 140,000 active | AID 2417 | PC3M PTB-GFP, PNC prevalence imaging, 16 h; active compounds read low | activity change (PNC), negative = inhibition, % at 10 µM;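 active means readout at or below -70, meaning at least 70% loss of cells showing the perinucleolar compartment, a nuclear body marking cancer cells; inconclusive means readout between -30 and a set limit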;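 further: plate controls were DMSO wells for no effect and camptothecin positive control wells for full effect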
#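 Read-out is percentage of cells bearing a perinucleolar compartment, from automated 20x imaging of fixed, Hoechst-stained PC3M PTB-GFP cells. Cells were seeded 4 h, then exposed 16 h to compound (23 nl of library stock) in duplicate plates.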
# IMPase inh = IMPase inhibition in cells | P97697 | CHO-M1 cells, IP1 accumulation, HTRF TR-FRET ratio | inhibition (IP1 accumulation), % at 46.1 µM | 120,000 tested, under 10 active; active means well fitted curve in the direction sought with a large enough effect in the signal ratio, not every such curve was filed as active; inconclusive means small, poorly fitted or top-dose-only effect, or a change in a side signal; inactive means no such curve, though single readings can be large or run the other way; the % refers to the signal ratio;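 further: cells stimulated with carbachol in lithium chloride buffer; plate controls were DMSO basal wells for no effect and reference inhibitor wells for full effect; higher means more IMPase inhibition seen as more IP1 and lower FRET ratio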
# Target sequence (P97697 whole entry, looked up): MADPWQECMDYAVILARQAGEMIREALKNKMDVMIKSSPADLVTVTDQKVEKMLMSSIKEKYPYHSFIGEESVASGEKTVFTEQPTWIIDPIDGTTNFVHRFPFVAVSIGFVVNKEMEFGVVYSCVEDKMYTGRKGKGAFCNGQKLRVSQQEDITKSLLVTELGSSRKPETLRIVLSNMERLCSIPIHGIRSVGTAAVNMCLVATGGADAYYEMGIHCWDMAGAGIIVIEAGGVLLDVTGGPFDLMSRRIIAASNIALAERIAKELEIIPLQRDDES
#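 Elevated IP1 in lysates lowers TR-FRET signal (665/620 ratio and 620 channel reported). Cells were CHO-M1, given carbachol (50 uM as added) plus 50mM LiCl, pH 7.4, 30 min, 37C; compounds titrated up to 46 uM; AC50 by Hill equation.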
# 15-hLO-2 inh = inhibitors of human 15-lipoxygenase 2 (ALOX15B). O15296. purified 15hLO-2, xylenol orange hydroperoxide absorbance. Potency, µM (series often up to 57.1 µM), inactives show at the top dose activity change, negative = inhibition, actives largely listed as inhibitors. 0.56% of 110,000 active; further: potency means the concentration at half of the fitted maximal effect; nearly all actives have a fitted effect of over 60% in size; many of its hits are not listed in these tables
#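 Read-out: hydroperoxide product oxidises ferrous iron, measured as xylenol orange complex via the 573-to-405 nm absorbance ratio after 30 min. Reaction: 50 nM enzyme, 15 min compound preincubation, 45 uM arachidonic acid, 90 min RT, Hepes pH 7.5 with Triton X-100.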
# 12-hLO inh = inhibitors of human 12-lipoxygenase (ALOX12). purified 12-hLO, xylenol orange hydroperoxide absorbance. Potency, µM (doses to about 57.1 µM), for inactives: at the top dose activity change, negative = inhibition, hits mostly inhibitors. 0.12% of 150,000 active. AID 1452; further: potency means the concentration at half of the fitted maximal effect; nearly all actives have a fitted effect of over 55% in size; many of its hits are not listed in these tables
# Target sequence (P18054 whole entry, looked up): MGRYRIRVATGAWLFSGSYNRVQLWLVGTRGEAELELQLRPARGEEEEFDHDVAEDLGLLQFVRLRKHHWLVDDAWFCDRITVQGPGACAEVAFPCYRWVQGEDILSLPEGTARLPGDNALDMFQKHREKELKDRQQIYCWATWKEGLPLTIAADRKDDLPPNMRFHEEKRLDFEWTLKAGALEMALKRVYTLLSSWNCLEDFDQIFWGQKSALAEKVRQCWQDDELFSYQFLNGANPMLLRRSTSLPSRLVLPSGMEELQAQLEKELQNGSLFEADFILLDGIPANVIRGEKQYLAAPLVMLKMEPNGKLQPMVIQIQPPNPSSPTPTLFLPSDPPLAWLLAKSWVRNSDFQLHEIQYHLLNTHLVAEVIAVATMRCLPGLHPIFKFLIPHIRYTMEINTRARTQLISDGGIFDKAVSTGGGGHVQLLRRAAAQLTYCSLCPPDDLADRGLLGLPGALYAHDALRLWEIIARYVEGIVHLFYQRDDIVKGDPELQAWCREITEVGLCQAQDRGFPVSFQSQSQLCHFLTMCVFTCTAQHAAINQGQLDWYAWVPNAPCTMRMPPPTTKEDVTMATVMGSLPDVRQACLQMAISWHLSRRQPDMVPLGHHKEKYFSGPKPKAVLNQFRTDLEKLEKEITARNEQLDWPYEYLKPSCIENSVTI
#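 Hydroperoxide formation by human 12-lipoxygenase from 40 uM arachidonic acid was followed colorimetrically via ferric-xylenol orange complex, using the 573/405 nm absorbance ratio. Enzyme concentration was 150 nM, with 30 min reaction at room temperature.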
# The depositor's hits bear a star; ? = inconclusive; / = not tested or not shown; & = joins results of further samples; [ ] = another dose, or the depositor's remark. Unless noted, the call rests on the fitted dose curve; in most records, active means well fitted curve in the direction sought with a large enough effect; inconclusive means small, poorly fitted or top-dose-only effect, or another doubt; inactive means no such curve, though single readings can be large; an effect the other way counts as inactive or inconclusive. Unless noted, on the % scale 0 is the no-effect control and ±100 the full control effect. The list is partial; count on the stated rates, not on these rows.
SMILES,PNC inhibitor,IMPase inh,15-hLO-2 inh,12-hLO inh
COC(=O)Nc1cccc(OC(=O)Nc2cccc(C)c2)c1,/,/,-10.7%,-2.2%
COc1ccc2c3c1O[C@H]1C(=O)CC[C@H]4[C@@H](C2)N(C)CC[C@]314,/,/,15.2%[0.0915 µM],1.5%[0.00818 µM]
CC(C)[C@@]1(NC(=O)[C@@H]2C[C@H]3c4cccc5[nH]cc(c45)C[C@@H]3N(C)C2)O[C@]2(O)[C@H]3CCCN3C(=O)[C@H](Cc3ccccc3)N2C1=O,/,-3.2[20.6 µM],10.8%[25.6 µM],1.7%[25.6 µM]
COC(=O)C(c1ccccc1)N1CCCCCC1 (stereo not drawn),?,3.1,9.3%,-3.6%
CCC12CN3CCN(CC(C3)C1O)C2 (stereo not drawn),-15.9,-5.6,/,4.1%
O=c1[nH]c(=O)n(Cc2ccc(F)cc2)c(O)c1C=NCCN1CCCCC1,3.3,4.0,31.5%[activator],14.5%
CC(=NCCCN1CCOCC1)c1c(O)n(Cc2ccccc2)c(=O)[nH]c1=O,?,4.1,3.9%,-9.2%
CC(=O)[O-].CC(=O)[O-].O.O.O.[Pb+2],/,/,-10.7%&2.2%,-3.5%&3.4%
CN1CCN(c2ccc([N+](=O)[O-])c(NCc3ccco3)c2)CC1,57.1,/,/,-2.4%
COc1ccc(C(=O)C(Cc2ccccc2)N(C)C)cc1 (stereo not drawn),?,-0.3,12.5%,-5.0%
OC(c1ccc(F)cc1)C(c1ccccc1)N1CCOCC1 (stereo not drawn),-9.9,3.7,-2.8%,-5.0%
COc1ccc(C(O)c2ccccc2OP(=O)(N(C)C)N(C)C)cc1 (stereo not drawn),-28.6,/,/,2.8%
c1cc2ccc3cccc4ccc(c1)c2c34,/,/,-2.8%,0.6%
O=C(CCCCCn1c(=S)[nH]c2ccccc2c1=O)N1CCC2(CC1)OCCO2,10.4,0.2,4.8%,-7.0%
Brc1ccc(CN2CCNCC2)s1,-1.4,-8.4,-0.7%,9.1%
COc1ccc2[nH]cc(C3=CCNCC3)c2c1,/,10.4,42.4%[activator],-2.7%
NNc1ccccc1,/,/,-4.7%[0.0915 µM],-1.1%[0.00818 µM]
Oc1c(Cl)c(Cl)c(Cl)c(Cl)c1Cl,/,/,-18.7%,-9.1%
COC1=C[C@H]2C3=C([C@H]2C1=O)[C@H](NC(C)=O)CCc1cc(OC)c(OC)c(OC)c13,/,0.2[20.6 µM],-2.5%[25.6 µM],-1.4%[25.6 µM]
CC(=O)[O][Hg][c]1ccccc1,/,/,0.316µM*,?
O=C1CSC2(CN3CCC2CC3)N1 (stereo not drawn),16.7,3.4,1.3%,-0.9%
C[C@@H]1C2C[C@@]34COC(=O)C3=CC=C[C@H]4[C@@]13C[C@H](c1ccoc1)O[C@@H]3O2,35.9,/,/,0.6%
O=P(Nc1cccnc1)(Oc1ccccc1Cl)Oc1ccccc1Cl,?,/,/,-2.8%
Cc1ccccc1NC1=NCC(C)S1 (stereo not drawn),0.7,10.5,16.7%,-3.7%
C[C@@H]1[C@@H]2Cc3ccc(O)cc3[C@@]1(C)CCN2CC1CC1,/,7.0,5.6%,-6.9%
COc1cc(CC2C(=O)N(C)C(=O)N(C)C2=O)ccc1OCc1ccccc1,?,7.3,-1.7%,-0.5%
CC1CCCC(NC(=O)COC(=O)Cc2ccccc2)C1C (stereo not drawn),17.3,-2.8,-9.5%,2.1%
CCN1CCN(Cc2cc(Br)cc(Br)c2O)CC1,15.6,10.5,19.8%,-3.5%
O=P(/C(=N/O)N1CCCCC1)(N1CCOCC1)N1CCOCC1,-10.7,2.3,8.7%,-5.3%
COc1ccccc1N1CCN(Cc2ccccc2Cl)CC1,16.8,5.6,0.5%,-19.9%
Nc1ccc([N+](=O)[O-])cc1N,/,/,-4.1%,-8.7%
O=C(c1ccc(CS(=O)(=O)c2ccc(Br)cc2)o1)N1CCC2(CC1)OCCO2,?,8.0,-4.9%,-6.4%
CC1CCC(C(C)C)C(OC(=O)COC(=O)c2ccccc2N)C1 (stereo not drawn),-1.0,/,/,2.1%
C=CCN1CC[C@]23c4c5ccc(O)c4O[C@H]2C(=O)CC[C@@]3(O)[C@H]1C5,/,/,-8.6%[0.0915 µM],-0.4%[0.00818 µM]
CCC(=Nc1ccc2c(c1)CCC2)c1c(O)n(C)c(=O)n(C)c1=O,41.1,0.8,-2.2%,-3.2%
O=P(Nc1ccccc1)(Nc1ccccc1)Oc1ccc(Cl)cc1,14.0,5.1,2.3%,-0.8%
CCCCn1c(=O)c(C=Nc2ccc(Cl)cc2)c(O)n(Cc2ccco2)c1=O,?,/,/,-4.0%
C=CCOC(=O)c1ccccc1N,/,/,2.2%,-0.5%
O[C@H]1CCCC[C@H]1N1CCC(c2ccccc2)CC1,/,3.2,15.7%,1.6%
c1csc(CN2CCCC3(CCNCC3)C2)n1,/,/,-3.2%,-0.9%

# Some of these compounds in order of SMILES length, smallest number first.
SMILES,PNC inhibitor,IMPase inh,15-hLO-2 inh,12-hLO inh
Cc1ccccc1NC1=NCC(C)S1 (stereo not drawn),0.7,10.5,16.7%,-3.7%
CCC(=Nc1ccc2c(c1)CCC2)c1c(O)n(C)c(=O)n(C)c1=O,41.1,0.8,-2.2%,-3.2%
CCCCn1c(=O)c(C=Nc2ccc(Cl)cc2)c(O)n(Cc2ccco2)c1=O,?,/,/,-4.0%

# As entered above:
# `Nc1ccc([N+](=O)[O-])cc1N` in 15-hLO-2 inh → -4.1%
# `Cc1ccccc1NC1=NCC(C)S1` (stereo not drawn) in PNC inhibitor → 0.7

# Remaining list, next part.
SMILES,PNC inhibitor,IMPase inh,15-hLO-2 inh,12-hLO inh
CCC1CN2CCc3cc(OC)c(OC)cc3C2CC1CC1NCCc2cc(OC)c(OC)cc21 (stereo not drawn),/,/,-8.3%,-2.2%
CCC/C(=N\O)c1c[nH]c2ccccc12,?,-0.4,-10.7%,-1.2%
Cc1cccn2c(NCC3CCCO3)c(C(C)C)nc12 (stereo not drawn),-126.5*,8.5,-5.3%,1.0%
O=c1[nH]c(=S)n(Cc2ccc(F)cc2)c(O)c1C=NCC1CCCO1 (stereo not drawn),?,-10.0,8.0%,7.1%
COc1ccc2c(CCN)c[nH]c2c1,0.1,2.5,8.5%,2.7%
COC(=O)N1CCC2(CCCN(C)C2)CC1,/,/,11.8%,-0.4%
CCCOP(=O)(OCCC)C(NC(=O)c1ccccc1)=C(Cl)Cl,7.5,-8.8,/,-1.1%
O=C(Oc1ccccc1)N1CCC[C@@]2(CCN(C(c3ccccc3)c3ccccc3)C2)C1,/,/,24.4%,-6.1%
COC(=O)CCCNC(=O)CN1CC(c2ccccc2)CC1=O (stereo not drawn),-2.3,1.1,3.2%,0.6%
CCN1CCN(c2nc3c(c(=O)[nH]2)CCCC3)CC1,?,6.4,20.0%,-0.5%
Nc1ccccc1C(=O)OCCc1ccccc1,/,/,7.3%,0.9%
COc1ccc2[nH]c3c(c2c1)CCN=C3C,/,-0.4[20.6 µM],28.0%[25.6 µM],-8.6%[25.6 µM]
Cc1nc2ccccc2c(=O)n1-c1cccnc1,26.3,-4.0,-0.3%,42.8%[activator]
Clc1ccc(C(OCCN2CCCCC2)c2ccccc2)cc1 (stereo not drawn),/,/,26.9%,-1.5%
C1CCC(NC2CCCCC2)CC1,/,/,-17.3%&0.2%,0.0%&1.6%
O=C1C(c2ccccc2)=C(N2CC2)c2ccccc21,?,19.1,-5.3%,-4.1%
O=C(NC1CN2CCC1CC2)c1cc(Cl)c([N+](=O)[O-])c2nc[nH]c12 (stereo not drawn),17.8,/,/,-0.1%
CC1=CC(=O)C2=C(C)C[C@@H](O)[C@@H]3[C@@H](OC(=O)[C@H]3C)[C@H]12,/,-5.4[20.6 µM],-3.6%[25.6 µM],-2.8%[25.6 µM]
CC1(C)C(O)CC(O)[C@]2(C)C1CC(O)[C@]1(C)C2CC[C@@]2(C)C(c3ccoc3)CC3OC312 (stereo partly drawn),/,/,-4.7%,-0.8%
CCOC(=O)c1c(C)n(C(C)C)c2ccc(OC(=O)c3ccc(N4C(=O)CCC4=O)cc3)cc12,?,7.4,/,0.6%

# Single records, from the list above. Values in the order: PNC inhibitor | IMPase inh | 15-hLO-2 inh | 12-hLO inh
# O=C1C(c2ccccc2)=C(N2CC2)c2ccccc21 as listed: ? | 19.1 | -5.3% | -4.1%
# Cc1cccn2c(NCC3CCCO3)c(C(C)C)nc12 (stereo not drawn) as listed: -126.5* | 8.5 | -5.3% | 1.0%
# Clc1ccc(C(OCCN2CCCCC2)c2ccccc2)cc1 (stereo not drawn) as listed: / | / | 26.9% | -1.5%

# Continuation:
SMILES,PNC inhibitor,IMPase inh,15-hLO-2 inh,12-hLO inh
CCCCOC(=O)c1ccccc1N,/,/,-3.9%,-1.9%
O=C1NC(=O)C(CCc2ccncc2)(Cc2cccc(Cl)c2Cl)C(=O)N1c1ccc(Br)cc1 (stereo not drawn),15.8,-1.7,/,-2.5%
Cc1ccc(OCC(=O)Nc2ccc(Cl)cc2C(=O)c2ccccc2)cc1,20.5,-5.1,/,4.0%
CN1CCC(O)(c2ccccc2)C2CCCC21 (stereo not drawn),?,5.7,-0.5%,1.3%
CCn1cnc2c(Nc3cccc(Cl)c3)nc(N[C@@H]3CCCC[C@H]3N)nc21,/,5.9,44.6%[activator],-11.8%
CCOP(=O)(OCC)OCC,/,/,-4.5%,2.5%
COCCCNC(=O)c1c(NC(=O)c2ccco2)n(Cc2ccccc2)c2nc3ccccc3nc12,-21.2,5.0,3.8%,3.7%
O=[N+]([O-])c1ccccc1-c1ccccc1,/,/,1.4%,-3.7%
CC12CN3CCN(CC(C3)C1O)C2 (stereo not drawn),21.9,-0.7,0.7%,5.4%
CC(=NCC1CCCO1)c1c(O)n(Cc2ccccc2)c(=O)[nH]c1=O (stereo not drawn),-19.5,18.1[1.84 µM],-6.1%[11.4 µM],2.6%
O=C1C2CCCN2C(c2cccnc2)N1c1ccc(Cl)c(Cl)c1 (stereo not drawn),72.2,-2.3,12.7%,-1.8%
NC(=O)CI,/,-0.4,?,-4.7%
CCNCC1(c2ccc(OC)c(OC)c2)CCCC1,-1.0,-1.6,4.6%,-4.6%
O=C(OC1CCN(CCCl)CC1)C(c1ccccc1)c1ccccc1,/,17.2,17.0%,-5.7%
O=C(Cc1ccccc1)N1CCN(CC2CC=CCC2)CC1 (stereo not drawn),3.5,6.4,-7.0%,-5.2%
CC1OC(NCCc2ccccc2)C(O)C(O)C1O (stereo not drawn),-11.0,-8.0,/,21.8%
COC(=O)C(C)Oc1cc(C)cc2oc(=O)c3c(c12)CCC3 (stereo not drawn),?,3.8,-0.4%,-1.9%
CNCCc1cnc[nH]1,/,-4.4,7.6%,-5.0%
Clc1cccc(CN2CCCCC2c2cccnc2)c1 (stereo not drawn),?,5.5,30.2%[activator],-4.2%
CC(=O)Nc1ccc2c(c1)CC1(C(=O)N(C)C(=O)N(C)C1=O)C1CCCN21 (stereo not drawn),36.5,-0.6,-16.9%,-5.7%
CC[C@@]1(O)C(=O)OCc2c1cc1n(c2=O)Cc2cc3c(NC(=O)CN)cccc3nc2-1,/,/,-6.6%[11.4 µM],4.2%[11.4 µM]
O=C(c1c[nH]cc1-c1ccccc1)c1cccc2ccccc12,?,27.3,/,-4.1%
CCC(=NCc1cccnc1)c1c(O)n(Cc2ccccc2)c(=O)[nH]c1=O,38.6,7.7,5.3%,-7.1%
COc1cccc(-n2c(CN3CCN(C)CC3)nc3ccc([N+](=O)[O-])cc3c2=O)c1,11.6,/,/,0.3%
Cc1cccnc1NC1=NCC(C)S1 (stereo not drawn),-22.0,0.5,12.9%,-0.8%
CCOC(=O)C(NC(C)=O)C(OC(C)=O)c1cccc(N(CCCl)CCCl)c1 (stereo not drawn),-118.9*,5.1,/,0.5%
O=C1CC(=O)N(c2ccc(Cl)cc2Cl)C(=O)N1,-126.9*,-7.4,1.5%,?
